Compound activity from PubChem.
USP2a inh: qHTS Assay for Inhibitors of Ubiquitin-specific Protease USP2a. USP2a enzymatic assay, qHTS inhibition. hit rate 0.1% among 60,000. Ubiquitin carboxyl-terminal hydrolase 2 (Homo sapiens), O75604. Potency, µM (titrated, usually from 38.3 µM), inactives show top-dose activity change, negative = inhibition, hits mostly inhibitors. AID 927, 2007;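 note: potency is the fitted concentration of half-maximal effect; nearly all actives have a fitted effect of over 60% in size; plate controls were DMSO for no effect and NEM full inhibition control for full effect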
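USP2 core (20 nM final) was preincubated with compound for 30 min at RT in 20 mM Tris-HCl pH 8.0, 2 mM CaCl2, 2 mM beta-mercaptoethanol; Ub-PLA2 (20 nM) plus NBD C6-HPC (20 uM) then added, fluorescence read after 2.5 h.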
HEK293 cAMP ctrl: qHTS Assay for Agonists of the Thyroid Stimulating Hormone Receptor: Activators of Intracellular cAMP Concentrations in Parental HEK 293. parental HEK293 CNG cAMP sensor, membrane potential fluorescence. Potency, µM (series often up to 57.1 µM), without a hit: at the highest dose activation, most hits filed as activators. hit rate 2.5% among 73,000; note: potency is the fitted concentration of half-maximal effect; % of control where 0% means no effect; nearly all actives have a fitted effect of over 55% in size
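Parental HEK 293 cells stably expressing a modified CNG channel (no TSHR) report cAMP rise as membrane depolarization. Membrane potential dye with 100 uM RO 20-1724 was loaded for 60 min at room temperature, then compound added for 30 min; fluorescence read at 590 nm.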
BRCT inh red: qHTS Assay for Inhibitors of BRCT-Phosphoprotein Interaction (Red Fluorophore); BRCT-phosphopeptide binding, red fluorescence polarization; Potency, µM (series often up to 76.9 µM), inactives show top-dose activity change, negative = inhibition, hits mostly inhibitors; hit rate 0.03% among 75,000; AID 892, 2007; note: % is set by controls: 0 for no effect and ±100 for the full control effect
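Fluorescence polarization: 100 nM His-tagged BRCA1 BRCT with 100 nM TAMRA-labelled phospho-BACH1 decapeptide, phosphate buffer pH 7.3 with 150 mM NaCl, DTT, 0.01% Tween 20; 12 min RT. Binding inhibition seen as FP decrease.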
Luciferase inh: qHTS Assay for Inhibitors of Firefly Luciferase. purified firefly luciferase, luminescence, 8 min. Potency, µM (doses to about 57.1 µM), inactives show top-dose activity change, negative = inhibition, usual class: inhibitors. hit rate 2.2% among 72,000; note: potency is the fitted concentration of half-maximal effect; % is set by controls: 0 for no effect and ±100 for the full control effect; nearly all actives have a fitted effect of over 40% in size
Target sequence (P08659 whole entry, looked up): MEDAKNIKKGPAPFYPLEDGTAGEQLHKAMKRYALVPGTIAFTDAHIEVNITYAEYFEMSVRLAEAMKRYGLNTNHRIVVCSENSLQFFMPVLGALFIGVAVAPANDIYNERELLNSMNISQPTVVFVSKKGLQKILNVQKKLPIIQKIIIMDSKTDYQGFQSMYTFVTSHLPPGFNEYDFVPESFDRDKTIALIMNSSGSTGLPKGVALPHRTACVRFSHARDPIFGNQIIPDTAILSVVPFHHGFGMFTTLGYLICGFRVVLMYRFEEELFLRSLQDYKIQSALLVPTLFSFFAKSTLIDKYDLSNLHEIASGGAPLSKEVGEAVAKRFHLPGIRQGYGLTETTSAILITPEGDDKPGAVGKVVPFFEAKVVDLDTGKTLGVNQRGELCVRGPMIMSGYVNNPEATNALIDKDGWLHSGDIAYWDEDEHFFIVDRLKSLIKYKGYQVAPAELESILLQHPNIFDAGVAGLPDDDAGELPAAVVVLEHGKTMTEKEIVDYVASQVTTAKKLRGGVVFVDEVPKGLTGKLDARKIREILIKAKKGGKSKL
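Here, luciferase activity is measured as luminescence following an 8 min room-temperature reaction at 10 uM ATP, pH 7.2. Every library sample is titrated.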
A350 fluor: qHTS Assay for Spectroscopic Profiling in A350 Spectral Region; Compound autofluorescence, 340/450 nm, Alexa 350 dye-equivalents; active compounds read high; hit rate 11% among 59,000; max dye-equivalent concentration, M; in the data active = max dye-equivalent concentration above about 10 nM; inconclusive = mostly about 1.1 nM to 9.6 nM
BRCT inh green: qHTS Assay for Inhibitors of BRCT-Phosphoprotein Interaction (Green Fluorophore) | Breast cancer type 1 susceptibility protein (Homo sapiens), P38398 | BRCA1 BRCT-phosphopeptide binding, green fluorescence polarization | Potency, µM (doses to about 76.9 µM), without a hit: at the highest dose activity change, negative = inhibition, hits mostly inhibitors | hit rate 0.05% among 75,000 | AID 875, 2007;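 note: potency is the fitted concentration of half-maximal effect; plate controls were peptide without protein for full effect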
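Compounds were incubated for 12 min at room temperature with a complex of 100 nM fluorescein-tagged pBACH1 decapeptide and 250 nM His-tagged BRCT protein. Buffer was phosphate pH 7.3 with EDTA, DTT and Tween 20. Disruption of binding lowers the polarization signal.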
ERK AVP block: qHTS Assay for Inhibitors of the ERK Signaling Pathway using a Homogeneous Screening Assay; hit rate 0.99% among 72,000; Potency, µM (titrated, usually from 57.5 µM), for the others: at the top dose activity, negative = inhibition, actives largely listed as inhibitors; AID 995, 2007; HEK293-V1b, vasopressin-stimulated pERK AlphaScreen; note: potency is the fitted concentration of half-maximal effect; % is set by controls: 0 for no effect and ±100 for the full control effect; nearly all actives have a fitted effect of over 55% in size
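Phosphorylated ERK1/2 detected via AlphaScreen bead proximity in lysates of V1b-expressing HEK293 cells given 25 nM vasopressin for 5 min after 30 min compound exposure (37 °C). AC50 from Hill equation; basal DMSO 0%, vasopressin 100%.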
CRE-bla Fsk: Cell signaling CRE-BLA (Fsk stim) | CHO CRE-bla reporter (cAMP response element driving beta-lactamase), forskolin EC10, beta-lactamase ratio | Potency, µM (titrated, usually from 38.2 µM), for the others: at the top dose activity change, negative = inhibition, hits mostly activators | hit rate 2.5% among 71,000; active = well fitted activation curve with a large enough effect in the signal ratio, with a control signal flat, not every such curve was filed as active; inconclusive = small, poorly fitted or top-dose-only effect, or effect the other way, or a change in a side signal; the % refers to the signal ratio; note: potency is the fitted concentration of half-maximal effect; % of control where 0% means no effect
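CHO CRE-bla cells, overnight plating in Opti-MEM with 0.5% dialyzed FBS; cpd titration + EC10 NKH 477, 3 h 37 °C; CCF4 2 h RT; ex 405/em 460 vs 530 ratio → %Activity, AC50.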
Casp7 inh: qHTS Assay for Allosteric/Competitive Inhibitors of Caspase-7; AID 889, 2007; Potency, µM (titrated, usually from 57.5 µM), without a hit: at the top dose activity change, negative = inhibition, most hits filed as inhibitors; hit rate 0.02% among 75,000; P55210; recombinant caspase-7, Ac-DEVD-AFC fluorescence rate; active = well fitted inhibition curve with a large enough effect in the main read-out, with a control signal flat, not every such curve was filed as active; inconclusive = small, poorly fitted or top-dose-only effect, or a change in a side signal; note: potency is the fitted concentration of half-maximal effect; % of control where 0% means no effect
Tau fil binding: qHTS Assay for Tau Filament Binding. hit rate 2% among 71,000. Potency, µM (titrated, usually from 57.1 µM), for inactives: top-dose activity change, negative = inhibition. AID 596, 2007. recombinant tau filaments, thioflavin S fluorescence, 15 h; filaments grown with octadecylsulfate alongside compound;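 note: potency is the fitted concentration of half-maximal effect; % is set by controls: 0 for no effect and ±100 for the full control effect; actives lower thioflavin S fluorescence by blocking filaments or displacing dye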
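Quantitative HTS: thioflavine S signal from ODS-induced tau filaments, excited at 450 nm, emission 510 nm. Conditions: 1 uM tau, 30 uM ODS, 15 h at 37 C, pH 7.4.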
Casp1 inh: qHTS Assay for Allosteric/Competitive Inhibitors of Caspase-1. hit rate 0.03% among 75,000. Potency, µM (top dose mostly 57.5 µM), for inactives: at the highest dose activity change, negative = inhibition, most hits filed as inhibitors. P29466. Caspase-1 enzyme, Ac-WEHD-AFC fluorogenic rate;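 note: potency is the fitted concentration of half-maximal effect; plate controls were vehicle for no effect and no substrate for full effect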
Target sequence (P29466 120-297 limits assumed): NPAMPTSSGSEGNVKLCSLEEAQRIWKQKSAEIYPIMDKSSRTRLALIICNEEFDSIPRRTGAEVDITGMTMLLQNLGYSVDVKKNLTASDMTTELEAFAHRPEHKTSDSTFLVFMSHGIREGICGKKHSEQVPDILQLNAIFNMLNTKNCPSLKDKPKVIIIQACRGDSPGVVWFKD
Target sequence (P29466 317-404 limits assumed): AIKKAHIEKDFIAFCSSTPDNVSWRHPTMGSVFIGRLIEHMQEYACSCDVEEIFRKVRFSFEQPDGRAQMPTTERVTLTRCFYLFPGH
An asterisk follows results filed as active; i = inactive; ? = inconclusive; · = not tested or not shown; [ ] = dose if it differs, or a comment. Unless noted, calls come from the whole dose curve; as a rule, active = well fitted curve in the direction sought with a large enough effect; inconclusive = small, poorly fitted or top-dose-only effect, or another doubt; inactive = no such curve, though single readings can be large; an effect the other way counts as inactive or inconclusive.

Sequence of screens: USP2a inh	HEK293 cAMP ctrl	BRCT inh red	Luciferase inh	A350 fluor	BRCT inh green	ERK AVP block	CRE-bla Fsk	Casp7 inh	Tau fil binding	Casp1 inh
COc1ccc(N2C(=O)CC(c3ccc(OC(C)C)cc3)C2=O)cc1 (stereo unspecified)
→ ·	5%	-3.5%	0%	·	-1.9%	·	7%	0%	23%	-3%
CCOC(=O)CSC1=C(C#N)C(c2ccccc2F)C(C(C)=O)=C(C)N1 (stereo unspecified)
→ -6%	?	0.0%	0%	?	2.3%	2%	16%	-3%	-6%	-9%
CC(=O)OCC(=O)[C@@]1(O)CCC2C3CC(C)C4=CC(=O)C=CC4(C)C3C(O)CC21C (stereo partly specified)
→ 17%	·	1.1%	·	·	3.4%	7%	·	0%	·	0%
Cn1c2ccccc2c2c(C(=O)NCC3CCCO3)cn(C3CCCC3)c(=O)c21 (stereo unspecified)
→ 20%	13%	-1.3%	13µM*	2.8e-07M*	-1.3%	6%	?	0%	3%	0%
CC1CCCN(C(=O)C23CCC(C)(C(=O)C2)C3(C)C)C1 (stereo unspecified)
→ 7%	-4%	-0.1%	-2%	·	-2.2%	-2%	-1%	0%	7%	-3%
COc1ccccc1-c1cc(C(=O)Nc2ccccc2SC)no1
→ -12%	8%	-1.8%	2%	i	-2.3%	7%	13%	0%	111%	1%
COc1ccc(C(=S)N2CCN(C)CC2)cc1Br
→ -4%	12%	1.1%	-8%	·	-0.1%	?	1%	-1%	-7%	4%
CCCCOC(=O)Nc1ccc(N2CCCCC2)cc1
→ 0%	6%	-0.3%	13µM*	·	-0.6%	0%	2%	-1%	-22%	-3%
COc1ccc(Cn2c(C)ccc2C)cc1
→ 24%[7.66 µM]	13%[11.4 µM]	-1.0%	0%	·	-2.9%	-8%	?	-2%	5%[11.4 µM]	-6%
Cn1c(N2CCCC2)nc2c1c(=O)n(Cc1ccc(F)cc1)c(=O)n2C
→ 1%	-10%	-1.6%	-1%	i	-4.6%	-17%	3.2µM*	-1%	-6%	-3%
CCCn1c(SCC(=O)NC(=O)NCc2ccco2)n[nH]c1=O
→ -10%	-6%	-1.2%	-1%	i	-2.0%	20%	0%	-9%	4%	5%
CC(C)=C[C@H]1[C@@H](COC(=O)c2cc3c(cc2Cl)OCO3)C1(C)C
→ ·	13%[11.4 µM]	-0.5%[15.4 µM]	3%[11.4 µM]	i	-1.9%[15.4 µM]	47%[activator][11.5 µM]	-1%[7.6 µM]	3%[11.5 µM]	-10%[11.4 µM]	-1%[11.5 µM]
c1ccc2c(c1)oc1c(NCc3ccc4c(c3)OCO4)ncnc12
→ 10%	94%	-1.2%	4%	i	0.4%	-13%	?	-4%	76%	-3%
Cn1nnnc1SCC(=O)NCc1cccc(C(=O)O)c1
→ -2%	0%	-3.4%	-2%	?	-2.6%	8%	0%	0%	-4%	0%
COc1ccccc1NC(=O)C1CCCCC1
→ -2%	15%	-0.2%	-2%	i	-0.2%	-19%	-9%	2%	2%	0%
CCc1ccc(OCC(=O)OC2CCS(=O)(=O)C2)cc1 (stereo unspecified)
→ 2%	11%	0.0%	2%	i	-0.8%	13%	-2%	-2%	-6%	-1%
Cc1cc(C)n(-c2ccc(-n3ccnc3)nn2)n1
→ -12%	0%	-0.5%	-2%	i	-1.1%	6%	?	-1%	-7%	1%
FC(F)(F)COc1nc(N2CCCCC2)nc(N2CCNCC2)n1
→ 0%[7.66 µM]	5%[11.4 µM]	1.6%	2%	·	-1.1%	4%	?	1%	-16%[11.4 µM]	0%
CCn1c(SCC(=O)N2CCCc3ccccc32)nc2c(c1=O)SC(C)C2 (stereo unspecified)
→ ·	2%	-1.2%	-6%	·	-0.9%	·	4%	-3%	12%	-1%
O=C(Cn1cnc2c(nnn2-c2ccccc2)c1=O)NCc1ccco1
→ ·	?	0.5%	2%	·	-0.8%	·	22%	-2%	8%	-3%
Cc1ccc(CN2C(=O)/C(=C3\SC(N4CCOCC4)=NC3=O)c3cc(Br)ccc32)cc1
→ -9%	-4%	-0.5%	-2%	·	-0.3%	-11%	-4%	-1%	?	0%
O=P(CO)(Cc1ccccc1)Cc1ccccc1
→ -9%	14%	-0.1%	0%	·	0.9%	-5%	-3%	1%	4%	-4%
CCN(CCO)C(=O)CC(c1ccccc1)c1cc(Br)ccc1O (stereo unspecified)
→ 20%	4%	0.0%	0%	i	0.4%	-2%	-14%	-1%	6%	-1%
O=C(CSc1nc2c([nH]c3ccccc32)c(=O)n1-c1ccccc1)N1CCOCC1
→ ·	6%	0.8%	2%	·	0.2%	·	1%	0%	32%	-6%
CSc1cccc(NC(=O)c2nnn(Cc3ccccc3)c2N)c1
→ 4%	-9%	-0.2%	-13%	i	1.1%	12%	-12%	-2%	33%	-1%
CCOC(=O)c1sc(-c2ccccc2)cc1NC(=O)CSc1nnnn1C
→ 21%	?	0.4%	0%	1.1e-08M*	3.8%	7%	?	-1%	26%	0%
Cc1nc(NCc2ccccc2)c2nc(-c3ccccc3)n(CCCN3CCCCC3C)c2n1 (stereo unspecified)
→ ·	-19%	1.2%	·	·	1.6%	-18%	-16%	-3%	39%	0%
NC(=NC(=O)c1ccccc1)C1=C(O)CCC1=O
→ -2%	12%	-0.2%	1%	i	-1.9%	3%	3%	2%	2%	-1%
O=C(Nc1sc2c(c1C(=O)NC1CC1)CCCCCC2)c1ccco1
→ -24%	8%	-1.4%	1%	1.3e-07M*	-0.5%	-13%	?	-6%	-3%	-2%
CC1=C(C#N)C(NC(=O)c2ccco2)(C(F)(F)F)C(=O)N1 (stereo unspecified)
→ 3%	3%	-0.2%	0%	i	-3.2%	-17%	14%	0%	-5%	-3%

As a working copy, some entries already given.
Sequence of screens: USP2a inh	HEK293 cAMP ctrl	BRCT inh red	Luciferase inh	A350 fluor	BRCT inh green	ERK AVP block	CRE-bla Fsk	Casp7 inh	Tau fil binding	Casp1 inh
c1ccc2c(c1)oc1c(NCc3ccc4c(c3)OCO4)ncnc12
→ 10%	94%	-1.2%	4%	i	0.4%	-13%	?	-4%	76%	-3%
Cn1nnnc1SCC(=O)NCc1cccc(C(=O)O)c1
→ -2%	0%	-3.4%	-2%	?	-2.6%	8%	0%	0%	-4%	0%

More entries:
Sequence of screens: USP2a inh	HEK293 cAMP ctrl	BRCT inh red	Luciferase inh	A350 fluor	BRCT inh green	ERK AVP block	CRE-bla Fsk	Casp7 inh	Tau fil binding	Casp1 inh
O=C(CN1CCC2(CC1)OCCO2)c1c[nH]c2ccccc12
→ 6%	5%	0.2%	-5%	i	-2.9%	-8%	-10%	0%	-18%	-3%
CCOC(=O)c1ccccc1NC(=O)CN(c1ccccc1OC)S(C)(=O)=O
→ 4%[7.66 µM]	6%[11.4 µM]	-2.5%	2%	·	2.5%	-5%	?	0%	8%[11.4 µM]	-5%
CCOc1ccc(S(=O)(=O)N(CC(=O)Nc2cc(C)on2)Cc2ccccc2Cl)cc1
→ 17%	?	0.6%	1%	i	3.2%	?	-1%	-2%	-2%	-3%
CC(O)CNc1nc2ccccc2n1-c1ncnc2sc3c(c12)CCC3 (stereo unspecified)
→ 21%	-34%[inhibitor]	0.4%	-1%	i	1.3%	?	?	-5%	89%	4%
CCn1c(-c2cccc(Br)c2)n[nH]c1=S
→ 1%	18%	-1.9%	4%	i	-1.3%	-17%	16%	1%	11%	0%
CCOC(=O)N1CCC(NS(=O)(=O)c2cc3c(cc2C)NC(=O)CO3)CC1
→ -5%	4%	-0.8%	1%	?	-1.1%	-7%	15%	-1%	-5%	-4%
CCN1C(=O)[C@H]2[C@H]3[C@H](O)[C@H](O)C/C(=N/OCC(C)C)[C@H]3CC[C@@H]2C1=O
→ ·	-5%[11.4 µM]	0.5%[15.4 µM]	1%[11.4 µM]	·	-5.4%[15.4 µM]	3%[11.5 µM]	·	-1%[11.5 µM]	·	-1%[11.5 µM]
COc1ccccc1N1CCN(C(=O)c2ccc(N3CCCC3=O)cc2)CC1
→ 13%	19%	0.0%	-2%	i	1.3%	5%	-5%	1%	-1%	2%
